Screening data deposited in PubChem by National Center for Advancing Translational Sciences (NCATS).
HepG2 tox: HepG2 cytotoxicity, counter-screen for TGF-b inhibitors | Potency, µM (top dose mostly 46.1 µM), for the others: at the highest dose activity change, negative = cytotoxicity, actives largely listed as cytotoxic | 410,000 compounds, 0.76% hits | HepG2 CAGA-GFP viability, ATP luminescence, 18 h; further: potency means the concentration at half of the fitted maximal effect; some results filed as inactive show a strong effect at the top dose
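CellTiter-Glo luminescence gave cytotoxicity after 18 hours at 37 degrees C. The cells were HepG2 CAGA-GFP in 1% FBS DMEM, stimulated with 500 pg/mL TGF-beta after compound addition. %Activity was normalised to no-cell wells (complete cell-killing) and DMSO (no toxicity), and curves were fitted and classified.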
Nrf2 block: blocks Nrf2 signaling; A549 ARE-Fluc reporter, luciferase luminescence, 18-24 h; Potency, µM (titrated, usually from 46 µM), for the others: at the top dose activity change, negative = inhibition, hits mostly inhibitors; 360,000 compounds, 2.1% hits; further: potency means the concentration at half of the fitted maximal effect; on the % scale 0 is the no-effect control and ±100 the full control effect; nearly all actives have a fitted effect of over 60% in size
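Quantitative HTS in A549 cells stably bearing an antioxidant response element-firefly luciferase construct. Inhibition of Nrf2-driven transcription was scored by luminescence after 18-24 h of compound exposure at 37 °C.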
pAkt inh: Akt phosphorylation inhibition | activity change, % for hits at 50 µM | Neuro2A IGF-stimulated pAkt S473 HTRF, 20 min; active compounds read low | 360,000 compounds, 0.32% hits; in the data active means activity change below about -80%; inconclusive means mostly about -51% to -80%; further: on the % scale 0 is the no-effect control and ±100 the full control effect
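Neuro2A cells (4,500/well, DMEM with 0.5% FBS) were treated with compound at a single 50 µM final concentration, stimulated with 6 nM IGF for 20 min at 37 °C, and lysed. Phospho-Akt Ser473 was read by HTRF as 665/615 ratio ×10^4.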
MmCpn inh: M. maripaludis TRiC chaperonin inhibition | purified Mm-Cpn ATPase, ADP Transcreener TR-FRET | Potency, µM (doses to about 76.9 µM), without a hit: at the top dose activity, negative = inhibition, hits mostly inhibitors | 330,000 compounds, 0.031% hits; further: potency means the concentration at half of the fitted maximal effect; on the % scale 0 is the no-effect control and ±100 the full control effect; nearly all actives have a fitted effect of over 80% in size
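25 nM Mm-CPN + cpd, 10 min 37°C; + 10 uM ATP, 30 min 37°C; buffer 30 mM Tris pH 7.4, 100 mM KCl, 5 mM MgCl2, 1 mM DTT; Transcreener ADP HTRF detection 30 min RT.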
A549 tox: A549 cytotoxicity, counter-screen for Nrf2 inhibitors. A549 ARE-Fluc cells, CellTiter-Fluor viability, 18-24 h. Potency, µM (titrated, usually from 46 µM), for inactives: at the top dose activity change, negative = cytotoxicity, hits mostly inhibitors. 390,000 compounds, 0.16% hits; further: potency means the concentration at half of the fitted maximal effect; on the % scale 0 is the no-effect control and ±100 the full control effect
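Cytotoxicity counterscreen: CellTiter-Fluor fluorescence was measured in A549 ARE_Fluc cells after 18-24 h of compound exposure in a concentration series. The subsequent BugLite luminescent read reports ARE-luciferase activity.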
TGFb inhibitor: TGF-b pathway inhibition. HepG2 CAGA-GFP TGF-b/SMAD3 reporter, GFP fluorescence, 18 h; TGF-beta stimulated, 500 pg/mL final. Potency, µM (series often up to 46.1 µM), inactives show top-dose activity, negative = inhibition, actives largely listed as inhibitors. 410,000 compounds, 1.2% hits. AID 588855; further: potency means the concentration at half of the fitted maximal effect; on the % scale 0 is the no-effect control and ±100 the full control effect; nearly all actives have a fitted effect of over 65% in size
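HEPG2 CAGA-GFP cells (1000/well, DMEM with 1% FBS) were pre-incubated 2 h at 37 degrees C, given compound by pin tool, then stimulated with TGF-beta at 500 pg/mL final for 18 h before per-cell GFP fluorescence imaging.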
CCT chaperon mod: cytosolic chaperonin activity modulation | purified chaperonin ATPase assay, HTRF ADP detection, 30 min | activity change, % (concentration not given with the values), hits read low | 360,000 compounds, 0.3% hits; in the data active means activity change below about -30%; further: on the % scale 0 is the no-effect control and ±100 the full control effect
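Enzyme 40 or 20 nM (batch-dependent) in Tris pH 7.4/KCl/MgCl2/DTT; cpd 76 uM single point; ATP 10 uM; 30 min 37 °C; Transcreener ADP HTRF detection, 30 min RT; ratio 665/615.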
Nrf2 activator: activates Nrf2 signaling; AREc32 ARE-luciferase reporter (MCF7-derived line), luminescence, 24 h; Potency, µM (doses to about 46.1 µM), inactives show at the top dose activation, usual class: activators; 410,000 compounds, 0.31% hits; further: potency means the concentration at half of the fitted maximal effect; % of control where 0% means no effect; nearly all actives have a fitted effect of over 65% in size
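ARE-driven firefly luciferase activity in AREc32 cells measured after a 24 hr compound exposure at 37 deg C, using Steady-Glo reagent and a 30 min room-temperature hold.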
Abeta yeast res: compounds reversing amyloid beta toxicity in yeast; yeast expressing A-beta42, growth rescue, OD600, 48 h; response scale: 0% DMSO, 100% iron-clioquinol control; Potency, µM (top dose mostly 46.1 µM), without a hit: top-dose growth rescue, most hits filed as activators; 410,000 compounds, 0.063% hits; AID 1347071; further: potency means the concentration at half of the fitted maximal effect; nearly all actives have a fitted effect of over 55% in size
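Growth rescue measured by 600 nm absorbance after 48 h yeast culture at 30 C with compound. Values normalized between DMSO and an equimolar ferric chloride plus clioquinol control.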
Active calls of the source: *; i = inactive; ? = inconclusive; nt = no result given; & = joins results of further samples; [ ] = remark or other dose. Unless noted, the call rests on the fitted dose curve; in most records, active means well fitted curve in the direction sought with a large enough effect; inconclusive means small, poorly fitted or top-dose-only effect, or another doubt; inactive means no such curve, though single readings can be large; an effect the other way counts as inactive or inconclusive. Rows were taken by chance; about 4.3% have a hit in one of these screens.

Every second line gives: Abeta yeast res | CCT chaperon mod | TGFb inhibitor | HepG2 tox | Nrf2 activator | MmCpn inh | pAkt inh | A549 tox | Nrf2 block
CCN1CCSc2ccc(C(=O)NCc3cccc(Br)c3)cc21
    4%&-2% | -0.3 | 0% | -30%&-35% | -0.2%&5.5% | -7% | i | -9%&6% | -18%&-24%
CC(C)c1ccc(NC(=O)CSc2nc(=O)[nH]c3c2CCCC3)cc1
    -3% | -2.3 | 12% | -16% | 1.7% | 0% | i | -7% | -18%
O=S(=O)(O)c1nc2ccccc2n1Cc1ccc(Cl)cc1Cl
    ? | -1.2 | ? | -14% | 0.1% | 1% | nt | -1% | 22%
CCOC(=O)c1c(C)nc(-c2ccccc2)nc1NC(C)=O
    19% | -3.0 | 35%[activator] | 7% | 17% | 1% | i | 14% | nt
Cc1cc(C)nc(Oc2ccc([N+](=O)[O-])cc2)n1
    -11% | 2.0 | -11% | 4% | -0.4% | 3% | i | -6% | 7%
Cc1ccc(C)c(CNS(=O)(=O)c2ccc3c(c2)C(C)(C)C(=O)N3C)c1
    2%&0% | -34* | 27%&-12% | -13%&-16% | 0.1%&5.0% | -2% | i | -2%&4% | ?
COC(=O)c1cc(NC(=O)CC2C(=O)NCCN2C(=O)c2ccccc2)cc(C(=O)OC)c1 (stereo unspecified)
    -5% | 1.1 | -2% | -3% | 0.2% | 2% | i | 18% | nt
COc1cccc(NC(=O)C2CCCN2C(=O)Nc2ccccc2)c1 (stereo unspecified)
    -5% | -0.2 | 16% | -4% | 0.2% | 2% | i | -5% | 3%
Cc1ccccc1OCC(=O)Nc1ccc2c(c1)C(=O)N(CCC(=O)O)C2=O
    2% | 0.6 | 16% | 8% | -0.2% | -1% | i | 1% | -22%
CC(Oc1cccc2cccnc12)C(=O)N/N=C/c1ccc2c(c1)OCO2 (stereo unspecified)
    -2% | 0.5 | 3% | -2% | 0.8% | nt | i | 12% | 19%
CC1(C(=O)NS(=O)(=O)C2CC2)CCCN(C(=O)c2cccnc2Oc2ccccc2)C1 (stereo unspecified)
    16% | 0.0 | 29% | 14% | -0.2%[9.22 µM] | nt | i | nt | nt
O=C1C(CN2CCCC2)CCCC1CN1CCCC1 (stereo unspecified)
    0% | 0.0 | 0% | -17% | 8.2% | nt | i | -2% | 6%
CC(CN1CCCCC1)OC(=O)c1ccc2c(c1)OCCO2 (stereo unspecified)
    -15% | 1.9 | -7% | -11% | 4.1% | 0% | i | 4% | ?
O=C(CN1CCN(S(=O)(=O)c2ccc(F)c(Cl)c2)CC1)N1CCc2ccccc2C1
    2% | 1.3 | ? | -7% | 1.9% | nt | i | -6% | -15%
CCCC(c1nnnn1Cc1ccc(F)cc1)N1CCN(CC)CC1 (stereo unspecified)
    -2% | -0.7 | 7% | 12% | 4.2% | -10% | i | -2% | 3%
COC(=O)CCSCC(=O)Nc1cc(C)on1
    -9% | -1.5 | 9% | -11% | -0.4% | 3% | i | 0% | -16%
c1csc(-c2ccc3ccccc3n2)c1
    -20% | -1.8 | -17% | 17% | 18µM* | -2% | i | 0% | ?
Cc1cccc(-n2nnnc2SCC(=O)c2cc(C)n(CC3CCCO3)c2C)c1 (stereo unspecified)
    0% | -2.2 | -6% | -5% | 8.5% | -1% | i | -5% | 12%
Cc1ccccc1C(=O)Oc1c(Sc2ccccc2)c(C)nn1C(C)(C)C
    -11% | nt | -20% | -43% | -0.8% | nt | nt | -11% | -5%[9.27 µM]
CCc1nc2nc(C)cc(Nc3ccc(F)c(Cl)c3)n2n1
    19% | nt | -7% | -3% | 4.0% | nt | nt | -1% | -13%
O=C(N=C1SC2CS(=O)(=O)CC2N1c1c(Cl)cccc1Cl)C1CC1 (stereo unspecified)
    14% | -0.3 | 1% | 9% | -0.3% | 1% | i | -1% | 4%
CCC(C)NC(=O)Cn1c(=O)n(CCCC(=O)NCc2ccc(C)cc2)c(=O)c2ccccc21 (stereo unspecified)
    3% | nt | -8% | 1% | 0.2% | nt | nt | -2% | 9%
COc1ccc(S(=O)(=O)N(C)C[C@H]2Oc3ccc(NC(=O)C4CCCCC4)cc3C(=O)N([C@H](C)CO)C[C@@H]2C)cc1
    10% | -0.4 | -23% | -1% | 0.6% | 0% | i | -3% | -2%
CC(=O)O[C@@H]1[C@H]2[C@@H](C[C@@H](C)[C@@H]3CCC(=O)[C@@]13C)OC(=O)[C@@H]2C
    -8% | -1.0 | 11% | 7% | 0.1% | -1% | i | -7% | 7%
CN(CC(=O)Nc1ccc(Cl)cc1)C(=O)C1=COCCO1
    -7% | -2.2 | 0% | -3% | 0.4% | 0% | i | -3% | 8%
CC(=O)Nc1ccc(S(=O)(=O)NCc2cn3ccsc3n2)cc1
    12% | -1.1 | 10% | -2% | 0.3% | 0% | i | -4% | 1%
CCOCCc1c(O)nc(SCC(=O)N2CCOCC2)[nH]c1=O
    -5% | -3.3 | 4% | -14% | -0.2% | -1% | i | 10% | 4%
Cc1ccc(NC(=O)COc2coc(CN3c4ccccc4CC3C)cc2=O)c(C)c1 (stereo unspecified)
    10% | -0.3 | -5% | -20% | 0.6% | -1% | i | -4% | ?
O=C(C(=Cc1ccccc1)CN1CCCCC1)c1ccccc1
    -10% | -3.3 | ? | -101% | -2.3% | nt | i | ? | ?
O=C(COC(=O)CCc1c[nH]c2ccccc12)Nc1cc([N+](=O)[O-])ccc1Cl
    5% | -2.2 | 12% | 3% | 0.3% | 0% | i | -8% | 3%

Molecules above containing an aryl methoxy group, in the order listed:
Every second line gives: Abeta yeast res | CCT chaperon mod | TGFb inhibitor | HepG2 tox | Nrf2 activator | MmCpn inh | pAkt inh | A549 tox | Nrf2 block
COc1cccc(NC(=O)C2CCCN2C(=O)Nc2ccccc2)c1 (stereo unspecified)
    -5% | -0.2 | 16% | -4% | 0.2% | 2% | i | -5% | 3%
COc1ccc(S(=O)(=O)N(C)C[C@H]2Oc3ccc(NC(=O)C4CCCCC4)cc3C(=O)N([C@H](C)CO)C[C@@H]2C)cc1
    10% | -0.4 | -23% | -1% | 0.6% | 0% | i | -3% | -2%

Later entries
Every second line gives: Abeta yeast res | CCT chaperon mod | TGFb inhibitor | HepG2 tox | Nrf2 activator | MmCpn inh | pAkt inh | A549 tox | Nrf2 block
CCn1c(=O)c2ccccc2n(Cc2cccc(C)c2)c1=O
    -3% | -2.3 | 0% | -4% | 0.1% | -2% | i | 11% | ?
O=C(Cn1nc(-c2ccc(F)cc2)ccc1=O)Nc1ccc2c(c1)OCCO2
    -6% | 0.1 | -2% | -15% | 1.8% | 0% | i | 6% | -26%
O=c1[nH]c(NCc2ccccc2)nc2c1CCC2
    11% | -0.8 | 15% | 0% | -0.4% | 4% | i | 1% | ?
COc1cccc(OCC(O)CNC(=O)c2oc3ccc(C)cc3c2C)c1 (stereo unspecified)
    17% | -1.0 | -25% | 2% | 0.2% | 3% | i | 0% | -10%
O=C(C1Cc2ccccc2CN1S(=O)(=O)c1ccccc1[N+](=O)[O-])N1CCOCC1 (stereo unspecified)
    -12% | -0.7 | 8% | 7% | 6.9% | 0% | i | -3% | -10%
Cc1ccc(NCN2C(=O)c3ccccc3C2=O)c(C)c1
    -1% | -1.4 | -3% | -10% | 0.0% | 0% | i | 10% | nt
Nc1[nH]ncc1C(=O)Nc1cccc(C(F)(F)F)c1
    6% | 1.6 | 2% | -25% | 0.4% | -1% | i | 1% | -21%
Cc1ccc(S(=O)(=O)C(CCC(=O)N2CCOCC2)S(=O)(=O)c2ccc(C)cc2)cc1
    5% | -4.9 | -6% | -16% | -0.2% | 1% | nt | -17% | 4%
O=C(NNC(=O)c1cc2cc3ccccc3nc2s1)c1cccc(C(F)(F)F)c1
    10% | 0.2 | 17% | -7% | 0.3% | 0% | i | -8% | nt
NS(=O)(=O)c1ccc(NC(=O)C2Cc3ccccc3N2C(=O)c2ccccc2)cc1 (stereo unspecified)
    0% | nt | 3% | 2% | 3.0% | nt | nt | 0% | nt
C=CCNc1nc(C(=O)OCC(=O)Nc2ccccc2C(F)(F)F)cs1
    16% | -1.5 | 7% | 2% | 0.7% | 2% | i | 1% | 5%

A different layout for some results above:
| canonical_smiles | Abeta yeast res | CCT chaperon mod | TGFb inhibitor | HepG2 tox | Nrf2 activator | MmCpn inh | pAkt inh | A549 tox | Nrf2 block |
| --- | --- | --- | --- | --- | --- | --- | --- | --- | --- |
| O=c1[nH]c(NCc2ccccc2)nc2c1CCC2 | 11% | -0.8 | 15% | 0% | -0.4% | 4% | i | 1% | ? |
| O=C(NNC(=O)c1cc2cc3ccccc3nc2s1)c1cccc(C(F)(F)F)c1 | 10% | 0.2 | 17% | -7% | 0.3% | 0% | i | -8% | nt |
| C=CCNc1nc(C(=O)OCC(=O)Nc2ccccc2C(F)(F)F)cs1 | 16% | -1.5 | 7% | 2% | 0.7% | 2% | i | 1% | 5% |
| O=C(Cn1nc(-c2ccc(F)cc2)ccc1=O)Nc1ccc2c(c1)OCCO2 | -6% | 0.1 | -2% | -15% | 1.8% | 0% | i | 6% | -26% |
| Nc1[nH]ncc1C(=O)Nc1cccc(C(F)(F)F)c1 | 6% | 1.6 | 2% | -25% | 0.4% | -1% | i | 1% | -21% |
| Cc1ccc(NCN2C(=O)c3ccccc3C2=O)c(C)c1 | -1% | -1.4 | -3% | -10% | 0.0% | 0% | i | 10% | nt |
